Compound activity (PubChem BioAssay)
GSTO1 inh: GSTO1 inhibition, counter-screen for RBBP9 inhibitors. P78417. recombinant GSTO1, activity-based probe fluorescence polarization. inhibition, % at 5.96 µM. actives 1.1% (n = 300,000);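 active = inhibition above the campaign mean inhibition plus 3 SD, cut at about 35% in these data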;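 note: 0% = GSTO1-1 with DMSO and 100% = wells lacking GSTO1-1 enzyme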
Target sequence (P78417 whole entry, looked up): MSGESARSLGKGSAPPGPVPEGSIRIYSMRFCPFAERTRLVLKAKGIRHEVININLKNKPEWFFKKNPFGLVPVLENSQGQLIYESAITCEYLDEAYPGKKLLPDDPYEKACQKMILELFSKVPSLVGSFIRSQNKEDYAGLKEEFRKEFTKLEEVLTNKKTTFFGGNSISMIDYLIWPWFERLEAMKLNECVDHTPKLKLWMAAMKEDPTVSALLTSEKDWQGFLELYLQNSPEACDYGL
BCLXL inh: inhibitors of human Bcl-xL; inhibition, % at 10.9 µM; Q07817; AID 2129; GST-Bcl-xL / FITC-Bim BH3 peptide fluorescence polarization; actives 0.7% (n = 320,000);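 active = inhibition above the mean of all tested compounds plus 3 SD, cutoff set per campaign, cut at about 30% in these data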;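 note: 0% = DMSO wells and 100% = unlabeled Bim-BH3 peptide competitor; inhibitors lower millipolarization by displacing the labeled peptide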
GLD-1 RNA inh: GLD-1-TGE RNA interaction inhibition (C. elegans) | Q17339 | purified GLD-1 + fluorescein TGE RNA, fluorescence polarization | inhibition, % at 5.96 µM | actives 0.44% (n = 320,000);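 active = percent inhibition above a per-plate cutoff, the plate mean of test compounds plus 3 SD, cut at about 30% in these data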;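 note: 0% = DMSO wells with GLD-1 and probe and 100% = wells lacking GLD-1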
Target sequence (Q17339 whole entry, looked up): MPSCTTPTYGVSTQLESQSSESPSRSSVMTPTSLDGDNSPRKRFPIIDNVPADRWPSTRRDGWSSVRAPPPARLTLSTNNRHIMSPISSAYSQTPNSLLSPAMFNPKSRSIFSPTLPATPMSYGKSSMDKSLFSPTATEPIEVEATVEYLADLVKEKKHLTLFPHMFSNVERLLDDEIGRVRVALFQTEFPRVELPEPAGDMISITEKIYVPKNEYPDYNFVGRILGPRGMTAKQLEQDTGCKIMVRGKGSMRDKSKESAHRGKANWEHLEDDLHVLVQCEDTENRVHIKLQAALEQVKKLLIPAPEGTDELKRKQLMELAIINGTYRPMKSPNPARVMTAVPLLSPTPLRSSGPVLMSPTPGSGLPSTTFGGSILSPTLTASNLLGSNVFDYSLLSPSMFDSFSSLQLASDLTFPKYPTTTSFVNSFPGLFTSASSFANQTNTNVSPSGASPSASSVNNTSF
PAD4 inh: PAD4 (human) enzyme inhibition | recombinant PAD4, RCA probe fluorescence polarization | Q9UM07 | actives 0.41% (n = 330,000) | AID 485272 | inhibition, % at 6.36 µM;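 active = percent inhibition above a cutoff equal to the mean of all tested compounds plus 3 SD, cut at about 15% in these data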;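 note: 0% = PAD4 with RCA probe and DMSO and 100% = probe without PAD4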
MCL1-BIM inh: MCL1-BIM-BH3 interaction inhibition (human) | Q07820 | inhibition, % at 10.9 µM | actives 0.68% (n = 320,000) | GST-MCL1 / FITC-Bim-BH3 fluorescence polarization;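 active = inhibition above the mean inhibition of all tested compounds plus 3 SD, set per campaign, cut at about 40% in these data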;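 note: 0% = DMSO wells and 100% = unlabeled Bim-BH3 peptide control; higher means more loss of mP so more displacement of Bim peptide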
PME-1 primary: blocks human protein phosphatase methylesterase 1. recombinant PME-1, FP-Rh probe fluorescence polarization. inhibition, % at 5.9 µM. actives 0.53% (n = 320,000);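 active = inhibition above the campaign mean of all compounds plus 3 SD, cut at about 26% in these data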;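 note: competitive labeling of PME-1 active site by serine hydrolase directed probe; 0% = PME-1 with DMSO and 100% = wells lacking PME-1 enzyme; inhibitors block probe labeling so polarization falls and inhibition rises; many of its hits are not listed in these tables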
Target sequence (Q9Y570 whole entry, looked up): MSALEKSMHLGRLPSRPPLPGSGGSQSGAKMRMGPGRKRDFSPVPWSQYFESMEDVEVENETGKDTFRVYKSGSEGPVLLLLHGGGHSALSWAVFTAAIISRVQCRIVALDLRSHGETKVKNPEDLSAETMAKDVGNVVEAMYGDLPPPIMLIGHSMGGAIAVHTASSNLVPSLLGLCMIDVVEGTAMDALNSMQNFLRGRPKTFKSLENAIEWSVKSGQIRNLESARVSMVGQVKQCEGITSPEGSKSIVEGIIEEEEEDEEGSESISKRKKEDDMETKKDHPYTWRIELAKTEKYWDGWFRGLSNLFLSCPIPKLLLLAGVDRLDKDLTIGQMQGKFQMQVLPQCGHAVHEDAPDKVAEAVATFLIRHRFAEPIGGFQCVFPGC
MEX-5 binding: C. elegans MEX-5 TCR-2 RNA binding activity; MEX-5/FITC-TCR2 RNA binding, fluorescence polarization; active compounds read low; actives 0.38% (n = 300,000); Q9XUB2; activity score (negative = inhibition of binding), % at 10 µM; AID 1832;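 active = inhibition past about -25% in most replicates, and total fluorescence under double the plate's negative control median, limit read from the data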;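 note: 0% = DMSO and -100% = 5 µM competing unlabeled TCR2 RNA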
TPT1 inhibitor: blocks Candida albicans tRNA 2'-phosphotransferase. inhibition, % at 5 µM. recombinant caTPT1, FP RNA substrate dephosphorylation. actives 0.81% (n = 300,000);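 active = inhibition above the mean of all tested compounds plus 3 SD, set per screening campaign, cut at about 24% in these data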;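 note: plate controls were DMSO alone for no effect and ferristatin control at 100 nM for full effect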
Fam108B inh: counter-screen for RBBP9 inhibitors: inhibitors of mouse Fam108B; recombinant Fam108B, FP-Rh probe fluorescence polarization; inhibition, % at 9.51 µM; actives 0.33% (n = 300,000);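 active = inhibition above the screen mean inhibition plus 3 SD, computed separately per campaign, cut at about 18% in these data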;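 note: inhibitors lower polarization as less probe binds the enzyme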
* hit, by the source's call; · = not tested or not shown; & = joins results of further samples. The list is partial; the hit share may differ from the screen's.

SMILES	GSTO1 inh	BCLXL inh	GLD-1 RNA inh	PAD4 inh	MCL1-BIM inh	PME-1 primary	MEX-5 binding	TPT1 inhibitor	Fam108B inh
COc1ccccc1CN(C)C(=O)c1cc2ccccc2o1	6.3	1.2	7.7	1.2	1.8	-1.1	-1.9	1.9	1.1
O=C(CSc1ncnc2nc[nH]c12)c1ccccc1	-0.7	-1.0	-2.2	1.6	6.1	3.4	6.1	0.1	-0.6
CN(C)C(CNC(=S)Nc1ccccc1Cl)c1cccnc1 (stereo not drawn)	3.1	-3.6	-11.1	-0.8	-11.9	1.9	0.3	6.0	0.6
CN1C(=O)C(O)(CC(=O)c2cccc(-n3cccc3)c2)c2ccccc21 (stereo not drawn)	1.4	-1.8	-1.1	0.1	5.4	2.1	0.8	4.5	-1.4
CC1CN(C(=O)COC(=O)c2nn(-c3ccccc3)c(=O)c3ccccc23)CC(C)O1 (stereo not drawn)	1.5	4.1	1.9	-4.3	9.3	-4.5	1.2	-1.0	1.1
CCOc1cc(/C=N/Nc2nnc(C)n2N)ccc1O	36.9*	-1.3	-4.3	49.9*	-2.7	-1.3	1.1	-5.0	16.4
COc1ccc(N2CCN(CC(O)COc3ccc([N+](=O)[O-])cc3)CC2)cc1 (stereo not drawn)	-0.2	-0.8	6.7	-1.0	-5.8	2.5	0.5	-0.3	-3.1
O=C1CC(=O)Nc2cc(S(=O)(=O)N3CCOc4ccccc43)ccc2N1	0.8	3.1	-0.1	1.1	2.5	-0.3	0.8	-0.1	-2.8
Cc1cc(C(=O)OCC(=O)Nc2nc(-c3ccccc3)cs2)c(C)o1	4.8	1.4	0.5	-2.5	6.9	5.6	-1.0	0.9	0.7
Cc1[nH]c2ccc(C(=O)NCCCN(C)C3CCCCC3)cc2c1C	5.5	0.2	2.6	-5.4	-5.0	-8.2	-0.6	0.8	2.4
Cc1ccc2c(c1)C(c1ccncc1)=NNC(c1ccc(F)cc1)=N2	-1.7	8.0	-2.3	-2.3	4.4	-1.9	-0.5	-2.7	-3.6
CCOCCCNC(=O)C(c1ccc(OC)cc1)N(Cc1ccc2c(c1)OCO2)C(=O)c1ccccn1 (stereo not drawn)	-9.0	-0.7	9.2	-3.6	-2.9	3.0	3.0	-1.4	-0.3
COc1ccccc1OCCCCCc1c(C)n[nH]c1C	-7.5	2.8	4.7	-5.5	-3.4	-1.2	1.1	-0.3	-2.4
O=C(CNC1C(=O)Nc2ccccc21)Sc1ccccc1 (stereo not drawn)	0.7	1.1	6.8	-4.5	6.3	0.3	3.2	0.9	-0.7
CCOC(=O)COc1cc(=O)n(CC)c2ccccc12	4.3	4.9	-0.3	4.5	1.8	0.1	-0.1	-5.2	0.6
FC(F)(F)c1cccc(N2CCN(c3nnnn3-c3ccccc3)CC2)c1	4.1	1.8	6.9	-0.6	5.7	3.2	2.5	2.2	-1.0
CCOC(=O)C1=C(COCCN)NC(C)=C(C(=O)OC)C1c1ccccc1Cl (stereo not drawn)	5.5&3.1&-0.5	2.5&11.2&-4.0	8.5&-1.8&-1.0	-5.2&-3.2&-4.0	10.7&-2.5&-8.8	-4.5&-8.8&0.4	0.7&3.8	-1.6&-3.0&-1.3	-1.2&-5.0&-1.0
CC(C)CNC(=O)c1ccc(NC(=O)c2ccccc2[N+](=O)[O-])cc1	-5.0	-2.6	1.9	0.9	-6.4	-5.6	-1.3	3.5	1.2
COc1ccc(OC)c(CNc2nc3ccccc3n2CCN2CCCCC2)c1	1.1	2.1	-1.6	2.3	-3.8	3.8	1.2	-2.0	1.1
COc1cccc(C(=O)NCCS(=O)(=O)NCC2CCCO2)c1 (stereo not drawn)	1.8	2.4	5.3	0.7	-3.3	7.9	-1.8	-2.2	1.9
O=C(NCCOC(=O)C1COc2ccccc2O1)c1cccnc1 (stereo not drawn)	-4.9	14.4	-2.3	-2.5	2.5	2.6	-2.4	-4.3	8.3
C#CCOc1coc(COC(=O)c2ccccc2)cc1=O	12.6	4.0	0.3	2.1	0.8	2.6	3.3	-2.9	-0.2
CNC(=S)N(Cc1ccc2c(c1)OCO2)C1CC(=O)N(c2ccccc2)C1=O (stereo not drawn)	5.7	1.4	-2.2	-0.5	4.6	-3.4	0.8	1.0	-0.3
CSc1ccccc1NC(=O)CN(C)C(=O)c1c(C)nn(Cc2ccccc2)c1C	·	2.0	1.2	-0.3	14.4	0.0	·	·	·
Cc1cc(C)n(CC(C)Nc2nc3nonc3nc2N2CCCCC2)n1 (stereo not drawn)	0.6	2.6	-2.5	3.5	-0.3	0.8	-2.3	1.1	-1.6
(list continues)
SMILES	GSTO1 inh	BCLXL inh	GLD-1 RNA inh	PAD4 inh	MCL1-BIM inh	PME-1 primary	MEX-5 binding	TPT1 inhibitor	Fam108B inh
CCCC(=O)C1=C(O)C(C(=O)OC)C(C)(C)CC1=Nc1ccccc1 (stereo not drawn)	-0.3	-6.6	-2.8	5.3	-12.7	0.9	-3.0	-0.4	0.0
CCOc1cc(C(=O)OCC(=O)Nc2cc(C)on2)ccc1OCC(C)C	-0.2	5.7	-1.1	2.4	-2.0	3.5	3.5	-3.5	-0.8
COc1ccccc1N1CCN(C(=O)Nc2cccc(C)c2)CC1	21.6	7.5	7.6	-3.1	-3.3	-2.1	0.0	-1.9	0.8
CC(=O)c1cc(Cl)ccc1OCC(=O)Nc1cccc(S(=O)(=O)N2CCCC2)c1	·	-1.3	4.2	0.5	-3.3	1.0	·	·	·
Cc1ccc(S(=O)(=O)CCN2CCC(O)(c3ccccc3)CC2)cc1	4.5	10.4	-2.2	-0.3	11.8	6.5	-0.1	-2.2	2.9
CNC(=O)C(=O)Nc1ccc(C)cc1C	-2.7	2.3	0.1	-12.2	6.0	1.9	-1.4	-1.7	2.3
O=C(c1cc(-c2ccc(Cl)cc2)on1)N1CCOCC1	7.1	1.1	-6.7	1.9	1.5	0.7	-0.1	3.0	-2.4
COc1ccc2c(c1)[nH]c1c(=O)n(CCCn3ccnc3)cnc12	-4.3	4.2	3.9	-2.5	5.7	-3.8	-0.5	-1.4	-8.8
CCC(CC)NC(=O)c1cccc([N+](=O)[O-])c1C	1.3	-1.4	1.4	1.6	0.6	0.2	-1.3	-0.1	-1.4
Cc1ccsc1/C=N/N1CCN(c2ccccn2)CC1	3.9	0.8	-1.9	-0.9	1.0	0.2	-0.4	-2.6	1.4
CCOC(=O)c1cc(S(=O)(=O)NCC2CCN(Cc3cccc(C)c3)CC2)cn1C	-3.3	4.9	-9.3	-2.5	-0.8	-5.7	3.2	0.8	-6.0
CC(=O)Nc1ccccc1C(=O)C(=O)Nc1ccc(F)c(Cl)c1	1.4	5.4	8.9	3.3	0.3	-2.1	-1.2	-5.5	0.3
NC(=O)C[C@@H]1N[C@]2(C(=O)Nc3ccccc32)[C@@H]2C(=O)N(c3cc(C(F)(F)F)ccc3Cl)C(=O)[C@H]12	-2.3	3.9	-0.6	-0.4	3.1	-4.7	-2.8	2.1	-3.4
COc1ccc(-c2cc(C(=O)Nc3ccc(OC)cc3OC)no2)cc1	7.3	-1.9	-1.5	-2.5	-7.2	3.8	-2.0	1.2	-0.1
O=C(c1ccc(NC2=NC3CS(=O)(=O)CC3S2)cc1)N(CCO)Cc1ccccc1 (stereo not drawn)	1.4	5.7	-1.9	0.9	8.9	0.9	-2.2	-1.9	-0.3
CCOC(=O)CNC(=O)CSc1nnc(-c2ccccc2OC)n1CC	0.1	9.5	-0.5	-2.9	-10.3	-3.8	-1.6	-4.9	-1.9
O=C(CSc1nc2ccc(Cl)cc2[nH]1)Nc1ccc2c(c1)CCC2	-6.2	1.6	-5.6	-6.6	-6.6	-16.6	-0.9	1.8	-6.1
COCCN1C(=O)N[C@@H](c2ccccc2)[C@H](C(=O)OC)[C@H]1C	2.5	9.8	1.8	1.7	5.0	-0.2	0.9	-4.2	1.8
COn1c(-c2ccccc2)nc2c1CCc1nonc1-2	3.9	3.5	8.1	-1.8	8.8	-2.8	1.8	-7.3	-2.6
COc1ccc(C(=O)CC(=O)C(=O)Nc2ccc(Cl)cc2)cc1	-6.8	3.6	-3.6	-5.3	1.4	0.1	1.0	-1.2	2.4
COc1ccc(-c2sc3ccc(N4CCOCC4)cc3c2C#CC(C)(C)O)cc1	·	6.0	8.4	1.8	8.8	14.9	·	·	·
Cn1c(CCc2ccccc2)nnc1SCC(=O)N1CCOCC1	-1.1	1.1	5.2	-1.5	3.4	-5.5	0.6	-1.0	1.9
Cc1nc2ccccn2c1C(=O)CSc1ccccc1	-1.4	7.5	1.0	-2.8	-2.2	7.2	0.0	-0.7	-0.5
CN(C)S(=O)(=O)c1ccc(Cl)c(-c2nnc3n2CCCCC3)c1	-9.1	-0.6	3.4	-0.9	8.3	0.1	0.7	-0.1	4.1
COc1ccc(C)cc1S(=O)(=O)NC(C)c1cnn(-c2ccccn2)c1C (stereo not drawn)	5.2	5.0	-5.2	-1.4	17.8	4.2	-0.3	-2.4	-0.1
Additional compounds:
SMILES	GSTO1 inh	BCLXL inh	GLD-1 RNA inh	PAD4 inh	MCL1-BIM inh	PME-1 primary	MEX-5 binding	TPT1 inhibitor	Fam108B inh
O=[N+]([O-])c1ccc(C=Nc2cccc3ccccc23)s1	18.9	2.2	1.4	-20.7	9.5	3.3	-2.2	-3.8	1.6
COc1ccc(NC(=S)N2CCCC(CO)C2)c(OC)c1 (stereo not drawn)	9.4	4.0	1.8	-4.1	9.5	-2.6	0.2	-0.7	-3.5
COc1cc(C(=O)O/N=C(\N)c2ccncc2)cc(OC)c1OC	6.2	4.9	13.1	3.3	1.6	-6.5	1.2	-0.4	-3.9
Cc1ccc(C(NC(=O)NN2CCN(C)CC2)C(Cl)Cl)cc1F (stereo not drawn)	0.2	0.5	-3.4	-4.0	0.6	7.9	1.0	-2.5	0.3
O=Cc1ccc(N2Cc3ccccc3C2)cc1	-6.2	4.1	-1.2	-6.9	4.2	-9.6	-2.3	7.6	-3.2
COc1ccc(N2C(=O)CC(N(CCc3ccccc3)C(=O)c3ccccc3)C2=O)cc1 (stereo not drawn)	-2.0	6.2	4.0	-1.8	8.0	4.2	0.7	-1.8	0.6
O=S(=O)(N1CCOCC1)N1CCN(c2ccccc2F)CC1	0.5	6.7	5.8	0.4	-0.2	4.0	0.0	0.4	-0.4
O=C(O)c1cccc2c1C(=O)N(c1ccccc1)C2	2.9	0.0	0.7	3.1	4.3	6.1	1.7	3.2	-0.6
Cc1c(C(=O)Nc2ccccc2)cnn1-c1ccccc1	-3.6	3.9	4.3	2.1	0.8	3.8	1.7	-0.3	-0.2
CCN(C(=O)C1CCCN(c2nc(-c3ccc(OC)cc3)no2)C1)c1ccc(OC)cc1 (stereo not drawn)	-0.1	-0.1	-4.0	-3.1	-2.8	-1.9	1.5	-5.3	3.2
Cc1nn(Cc2ccc(C(=O)N3CCOCC3)o2)c(C)c1Br	-3.7	4.2	2.2	0.9	2.5	-0.1	0.9	-5.2	-1.6
CCC(C)[C@H](NC(=O)Nc1cccc(Cl)c1)C(=O)O (stereo partly drawn)	-2.7	7.4	2.4	-3.7	2.9	-1.9	-0.5	0.6	1.5
O=C(NCc1ccncc1)c1cccc(S(=O)(=O)N2CCc3ccccc32)c1	·	3.0	-0.7	2.8	1.0	5.6	·	·	·
